High-throughput results as filed in PubChem.
miR122 inh: inhibitors of miR-122 in Huh7 cells | Huh7 miR-122 Renilla luciferase sensor, 48 h; neutral wells = 0, positive control = 100 | activation (reporter increase), % at 12.5 µM | 0.3% of 340,000 active | AID 602342;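 active means mean replicate activation score at least 90 and every replicate individually at or above 90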;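 further: higher luciferase means less miR-122 activity so hits act as miR-122 inhibitors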
PGC1a acetyl inh: PGC1a acetylation modulation, inhibitor mode. U2OS PGC1a acetylation, AlphaScreen anti-acetyl-lysine; with virally co-expressed GCN5 acetyltransferase. inhibition, % at 15.6 µM. 0.17% of 350,000 active. AID 651687;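 active means every replicate shows inhibition of at least 40%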;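 further: 0% = neutral control wells and 100% = positive control wells; some results beyond the cut were filed as inactive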
CASP6 VEID inh: blocks human caspase-6 cleavage activity. inhibition, % at 12.5 µM. 0.53% of 350,000 active. P55212. purified caspase-6, Z-VEID-R110 cleavage fluorescence. AID 686996;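 active means mean inhibition across replicates at least about 35%, with every replicate also reaching that limit, limit read from the data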;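 further: 0% = median of neutral control wells and 100% = no fluorescence left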
Target sequence (P55212 24-179 limits assumed): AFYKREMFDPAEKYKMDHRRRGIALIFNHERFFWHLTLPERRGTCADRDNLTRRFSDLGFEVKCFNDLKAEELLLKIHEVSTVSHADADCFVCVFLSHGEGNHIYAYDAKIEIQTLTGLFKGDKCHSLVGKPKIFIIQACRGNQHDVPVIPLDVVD
Target sequence (P55212 194-293 limits assumed): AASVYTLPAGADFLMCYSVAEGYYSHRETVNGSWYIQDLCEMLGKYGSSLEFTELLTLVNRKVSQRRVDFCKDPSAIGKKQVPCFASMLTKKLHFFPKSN
EWS-Fli block: inhibitors of EWS/Fli oncoprotein transcriptional activity; inhibition, % at 12.6 µM; 0.67% of 350,000 active; AID 651661; A673 NR0B1-luciferase reporter, viability-normalised;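 active means mean inhibition of at least 50% after viability correction, with every replicate also passing that limit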;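 further: firefly luciferase signal divided by Alamar Blue viability fluorescence both relative to DMSO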
Cneo AK release: Cryptococcus neoformans lysis via adenylate kinase release | C. neoformans lysis, adenylate kinase release luminescence, 4 h; normalised: neutral wells 0, clomiphene wells 100 | lysis activity, % at 15 µM | 0.2% of 360,000 active | AID 651654;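 active means mean lysis activity across replicates of at least 80%, whatever share of replicates individually reach that level; inactive means mean lysis activity below 80%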
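read-out = cell lysis signal | test system = log-phase Cryptococcus neoformans yeast cells | input = cells at 5 × 10^6 per mL | medium = fresh YPD growth medium | signal = luminescent adenylate kinase detection reagent | timing = 4 h at 37 °C static, read 1 h later | dosing = single dose | controls = Clomiphene as positive lysis control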
PAX8 reporter: PAX8 transcriptional activity inhibition. RMG-I TPO-luciferase reporter, SteadyGlo, 24 h. inhibition, % at 12.6 µM. 1.2% of 360,000 active. AID 652154;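 active means mean replicate inhibition at least 60% with every replicate also reaching 60%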;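 further: luciferase light reporting Pax8 driven TPO promoter activity; plate controls were median of neutral control wells for no effect and mitoxantrone controls for full effect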
FN deposition inh: fibronectin deposition inhibition. AH1F fibroblasts, Alexa488-fibronectin deposition fluorescence, overnight. inhibition, % at 12.6 µM. 0.086% of 350,000 active;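 active means mean inhibition across replicates of 30% or more, regardless of how many single replicates reach that level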;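 further: positive control wells lacked labelled fibronectin entirely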
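Test system: AH1F fibroblast monolayer depositing Alexa488-labelled fibronectin into matrix. Input: 10000 cells per well. Technique: fluorescence, ex 485 nm, em 525 nm. Buffer or medium: DMEM plus 2% serum, read in PBS. Timing: 1 h cell adhesion before compound, then overnight fibronectin incubation. Compound: single dose, pinned. Read-out basis: inhibition from reduced deposited-fibronectin fluorescence.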
LGR2 inh: blocks bursicon-induced cAMP signaling via Drosophila LGR2. HEK293 LGR2, CRE-luciferase, bursicon-stimulated, 4 h. inhibition, % at 9.99 µM. 0.35% of 380,000 active. AID 720647;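 active means drop in luminescence signal, shown as inhibition above about 50% in the replicate tests, limit read from the data, passing the limit was not always enough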;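 further: agonist challenge used bursicon conditioned medium at about half maximal strength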
Active calls of the source: *; · = no result given; [ ] = another dose, or the depositor's remark.

SMILES	miR122 inh	PGC1a acetyl inh	CASP6 VEID inh	EWS-Fli block	Cneo AK release	PAX8 reporter	FN deposition inh	LGR2 inh
O=C(C[C@H]1CC[C@@H]2[C@H](COC[C@H](O)CN2C(=O)c2cc(Cl)cc(Cl)c2)O1)N1CCc2ccccc2C1	-10[16.7 µM]	-2	0	-2	-1	31	-8	10
C[C@H](CO)N1C[C@H](C)[C@H](CN(C)Cc2ccccc2C(=O)O)OCc2cnnn2CCCC1=O	0[16.7 µM]	-8	-3	0	0	-21	4	-30
Cn1cc(CC(=O)Nc2ccc(Nc3cccnc3)c(Br)c2)c2ccccc21	·	·	3	-6	·	1	2	2
Cc1ccc(NC(=O)CSc2nnc(N)s2)cc1S(=O)(=O)N1CCOCC1	2	·	0	-2	0	-4	·	7
O=C(O)COc1ccccc1/C=N/Nc1ccc(S(=O)(=O)N2CCOCC2)cc1[N+](=O)[O-]	-2	·	0	5	-2	5	-8	5
CCOC(=O)c1c(CSC(=N)N)n(-c2ccccc2)c2cc(Br)c(OC(C)=O)cc12	·	·	7	25	·	8	3	63*
C[C@H]1CN([C@@H](C)CO)C(=O)c2c(c3ccccc3n2C)-c2ccccc2CO[C@H]1CN(C)S(=O)(=O)c1cn(C)cn1	·	-11	1	-7	-1	-10	-8	-7
Fc1ccccc1N1CC(c2ccccc2)C(c2cccs2)=N1 (configuration not stated)	1	-2	·	·	8	·	4	-18
O=C(Cc1ccc(F)cc1)NCCc1cnc[nH]1	-3	1	1	1	-1	9	2	-1
O=C(COc1ccc2c(-c3ccccc3)cc(=O)oc2c1)Nc1ccc(CCO)cc1	2	15	0	-2	-3	21	5	-10
CCOC(=O)c1c(NC(=O)C(=O)N/N=C(\C)c2ccc(OC)cc2)sc2c1CCCCC2	-4	6	1	-4	2	36	0	7
Cc1cccc(C)c1NC(=O)N1CCN(c2nc3ccccc3s2)CC1	-4	0	·	·	-1	·	3	·
C[C@H]1CCCCO[C@H](CN(C)C(=O)Nc2ccc3c(c2)OCO3)[C@@H](C)CN([C@@H](C)CO)C(=O)c2cc(NC(=O)Nc3ccccc3)ccc2O1	-5[16.7 µM]	33	0	-11	-3	-11	-8	9
Cc1cc(SCC(=O)NN=C2CCN(C(C)C)CC2)c(C)cc1Br	2	11	·	·	0	21	2	-3
COCC(=O)N1CCC(Oc2ccc(C(=O)N3CCSCC3)cc2)CC1	1	-5	-5	-4	2	3	2	4
COc1ccccc1NC(=O)N[C@H]1C=C[C@@H](CC(=O)N2CCC(Cc3ccccc3)CC2)O[C@H]1CO	-2[16.7 µM]	-20	-3	1	1	27	-4	-18
O=C(NCCc1c[nH]c2ccccc12)c1cncc(Br)c1	1	4	1	9	0	-10	11	-27
CCn1nc(C)c(CN2CCCC(C(=O)c3cccc(OC(C)C)c3)C2)c1C (configuration not stated)	-3	-4	-1	10	0	10	·	19
CN1CCN(c2ccc3c(c2)C2CC3CCN2C(=O)OCc2ccccc2)CC1 (configuration not stated)	-2	-7	-5	-38	1	-54	·	-23
O=C(c1ccc(Br)o1)N1CCN(CCc2ccncc2)CC1	-1	2	-17	-4	-2	-6	-2	-1
CC(C)NC(=O)Cn1cc(C#N)c2cc(Br)ccc21	-5	-1	·	·	-8	·	·	-16
CC(C)NC(=O)N(C)C[C@@H]1Oc2ncc(-c3ccccc3)cc2C(=O)N([C@H](C)CO)C[C@@H]1C	-11[16.7 µM]	-6	4	-19	7	·	0	-3
O=C(c1cc(COc2cccc(C(F)(F)F)c2)on1)N1CCSCC1	-1	4	4	6	2	·	-5	10
CC1(C)Cc2c(sc(NC(=O)C(=O)NCC3CCCO3)c2C(=O)O)CO1 (configuration not stated)	5	·	-1	·	-1	-6	13	1
O=C1NC(NS(=O)(=O)c2ccc(Cl)cc2)(C(F)(F)F)C(=O)N1Cc1cccnc1 (configuration not stated)	-14	-9	·	·	-3	1	6	1
C[C@H](CO)N1C[C@H](C)[C@H](CN(C)C(=O)Nc2ccc3c(c2)OCO3)Oc2ccc(NC(=O)C3CC3)cc2C1=O	-1[16.7 µM]	·	1	-3	1	9	·	8
COc1ccc(/C=C/C(=O)c2c(O)ccc3c(C)cc(=O)oc23)cc1	·	·	-3	-5	·	-15	-8	24
O=C(C[C@H]1C[C@H]2c3cc(NC(=O)Nc4ccc(C(F)(F)F)cc4)ccc3O[C@H]2[C@@H](CO)O1)NCc1ccc2c(c1)OCO2	0[16.7 µM]	6	0	-1	3	-5	-20	6
COc1ccccc1S(=O)(=O)N[C@H]1CC[C@H](CC(=O)N2CCN(C)CC2)O[C@H]1CO	-5[16.7 µM]	13	-2	8	-4	2	-10	30
Brc1ccc(-c2nnc(Cc3ccccc3)o2)cc1	-2	0	0	-106	-3	-129	13	-87
O=C(O)[C@@H](O)[C@H](O)C(=O)O	0	7	4	-6	0	-10	1	-4
CN(CC(=O)Nc1ccccc1Cl)C(=O)C1CCN(S(=O)(=O)c2ccc3c(c2)OCCO3)CC1	·	·	3	8	·	-12	5	14
COc1cccc(-n2c(SCC(N)=O)nc3c([nH]c4ccccc43)c2=O)c1	2	-8	·	·	0	·	8	·
CCN(CC)S(=O)(=O)c1ccc(C(=O)NNC(=O)c2cccs2)cc1	-5	·	·	·	3	-6	2	7
COc1ccccc1NC(=S)NCc1ccc(F)cc1	14	1	4	2	22	-5	5	-4
CS(=O)(=O)Nc1ccc2c(c1)[C@@H]1C[C@H](CC(=O)O)O[C@H](CO)[C@@H]1O2	·	-6	0	·	·	-15	-20	7
COc1ccc(NC(=O)Cn2nnc(C(=O)NCc3ccc(C)cc3)c2N)cc1OC	0	6	·	-5	-2	-9	-1	11
O=C(Cc1ccsc1)N1CCN(S(=O)(=O)c2cccc(F)c2)CC1	1	·	-1	4	-1	·	0	15
O=S(=O)(Cc1ccc(Cl)cc1)Nc1ccc2c(c1)OCO2	30	-2	3	-26	0	·	·	-3
Oc1ccc(NC(=S)Nc2ccc(F)cc2)cc1	15	-3	6	3	0	21	-4	-16
C[C@H]1CN([C@@H](C)CO)C(=O)c2cccc(NC(=O)Nc3ccc4c(c3)OCO4)c2O[C@@H]1CN(C)S(=O)(=O)c1ccc(Cl)cc1	-3[16.7 µM]	-2	4	3	-5	·	·	-13
CCN(CC)c1ccc(/C=N/N2CCN(Cc3ccc(C)cc3)CC2)c(O)c1	·	7	-1	-1	1	·	·	-12
C[C@@H]1CN([C@H](C)CO)C(=O)c2cc(C3=CCCCC3)cnc2O[C@H]1CN(C)Cc1ccccn1	·	0	1	5	-1	·	-14	-6
C[C@@H]1CN([C@H](C)CO)C(=O)c2cc(NS(=O)(=O)c3ccc(Cl)cc3)ccc2O[C@H]1CN(C)S(C)(=O)=O	10[16.7 µM]	-17	·	1	·	·	·	-2
Cc1ccccc1-c1ccc([C@H]2[C@H]3CN(C(=O)Nc4ccc(F)cc4)CC(=O)N3[C@H]2CO)cc1	·	11	·	-1	·	17	·	16
CCCCNC(=O)CSc1nnc(Cc2ccccc2)n1CC	16	10	·	·	0	5	-2	·
COc1ccc(-c2c(C)nn3c(NC4CCCC4)cc(C)nc23)cc1OC	-12	7	1	10	-3	11	6	-14
COc1cc(C(=O)Nc2ncccc2C)ccc1OCC(=O)N1CCOCC1	-6	8	3	-1	0	4	4	6
CCOc1cc(/C=C2/SC(=S)N(Cc3ccccc3)C2=O)ccc1O	-19	2	-2	26	3	10	1	-23
Cc1ccc(S(=O)(=O)CC(=O)NC(C)c2ccccc2)cc1 (configuration not stated)	9	1	2	-1	3	4	0	-6
CCCC(=O)Nc1ccc2c(c1)C(=O)N(C)[C@H]1CC[C@@H](CC(=O)NCCc3ccccc3)O[C@@H]1CO2	7[16.7 µM]	-7	·	-1	·	10	·	1
COc1ccc(C(=O)Nc2ccccc2)cc1S(=O)(=O)Nc1cc(C)on1	8	-7	·	·	·	-8	5	·
O=C(COC(=O)c1ccccc1O)Nc1cccc2ccccc12	-14	1	1	3	-2	3	-3	-14
O=C(Cc1ccccc1)Nc1ccc(S(=O)(=O)N2CCOCC2)cc1	7	·	3	3	·	6	-1	-17
COc1ccc(CCNC(=O)C23CCC(C)(C(=O)C2=O)C3(C)C)cc1OC (configuration not stated)	-1	9	2	10	-2	-1	·	30
CO[C@@H]1CN(C)C(=O)c2cc(NS(=O)(=O)c3cn(C)cn3)ccc2OC[C@H](C)N(CCC(F)(F)F)C[C@@H]1C	·	14	2	-5	0	-1	·	-12
COc1ccc(C(=O)OCC(=O)Nc2cccc(S(=O)(=O)NC3=NCCCCC3)c2)cc1[N+](=O)[O-]	-4	4	7	3	4	-1	0	-17
Cc1ccc(S(=O)(=O)c2cc3c(=O)n4ccccc4nc3n(CCc3ccccc3)c2=N)cc1	-2	5	3	15	1	-5	3	5
CC1CC(C)CN(C(=O)COC(=O)c2ccc(Cl)nc2)C1 (configuration not stated)	-10	13	1	-5	-1	·	-1	7

A section of the results above:
SMILES	miR122 inh	PGC1a acetyl inh	CASP6 VEID inh	EWS-Fli block	Cneo AK release	PAX8 reporter	FN deposition inh	LGR2 inh
C[C@H]1CN([C@@H](C)CO)C(=O)c2cccc(NC(=O)Nc3ccc4c(c3)OCO4)c2O[C@@H]1CN(C)S(=O)(=O)c1ccc(Cl)cc1	-3[16.7 µM]	-2	4	3	-5	·	·	-13
CCN(CC)c1ccc(/C=N/N2CCN(Cc3ccc(C)cc3)CC2)c(O)c1	·	7	-1	-1	1	·	·	-12
C[C@@H]1CN([C@H](C)CO)C(=O)c2cc(C3=CCCCC3)cnc2O[C@H]1CN(C)Cc1ccccn1	·	0	1	5	-1	·	-14	-6
C[C@@H]1CN([C@H](C)CO)C(=O)c2cc(NS(=O)(=O)c3ccc(Cl)cc3)ccc2O[C@H]1CN(C)S(C)(=O)=O	10[16.7 µM]	-17	·	1	·	·	·	-2
Cc1ccccc1-c1ccc([C@H]2[C@H]3CN(C(=O)Nc4ccc(F)cc4)CC(=O)N3[C@H]2CO)cc1	·	11	·	-1	·	17	·	16
CCCCNC(=O)CSc1nnc(Cc2ccccc2)n1CC	16	10	·	·	0	5	-2	·
COc1ccc(-c2c(C)nn3c(NC4CCCC4)cc(C)nc23)cc1OC	-12	7	1	10	-3	11	6	-14
COc1cc(C(=O)Nc2ncccc2C)ccc1OCC(=O)N1CCOCC1	-6	8	3	-1	0	4	4	6
CCOc1cc(/C=C2/SC(=S)N(Cc3ccccc3)C2=O)ccc1O	-19	2	-2	26	3	10	1	-23
Cc1ccc(S(=O)(=O)CC(=O)NC(C)c2ccccc2)cc1 (configuration not stated)	9	1	2	-1	3	4	0	-6
CCCC(=O)Nc1ccc2c(c1)C(=O)N(C)[C@H]1CC[C@@H](CC(=O)NCCc3ccccc3)O[C@@H]1CO2	7[16.7 µM]	-7	·	-1	·	10	·	1
COc1ccc(C(=O)Nc2ccccc2)cc1S(=O)(=O)Nc1cc(C)on1	8	-7	·	·	·	-8	5	·
